Bioassay records: PubChem BioAssay, National Center for Advancing Translational Sciences (NCATS)
HT1080 IDH1KD tx = kills HT-1080 cells with IDH1 knockdown; Potency, µM (doses to about 46.1 µM), for the others: top-dose activity, negative = toxicity, usual class: cytotoxic; actives 2% (n = 360,000); HT-1080 IDH1 knockdown viability, ATP luminescence, 48 h; AID 686971;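 also: potency is read from the fitted curve at half-maximal effect; 0% = DMSO wells and -100% = cell-free medium wells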
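IDH1KD HT-1080 cells, 750/well, RPMI + 5% FBS; compound pinned after 2 h settling; 48 h, 37 °C; CellTiter-Glo luminescence; % activity normalised to DMSO and no-cell wells; curves fitted, classed by r2 and efficacy.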
HT1080NT lethal = kills 2HG-producing HT-1080-NT fibrosarcoma cells; HT-1080-NT fibrosarcoma viability, CellTiter-Glo ATP luminescence, 48 h; Potency, µM (top dose mostly 46.1 µM), inactives show at the highest dose activity, negative = less viability, hits mostly cytotoxic; actives 1.6% (n = 360,000); AID 686970;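 also: NT is the 2HG producing partner of a matched IDH1 knockdown line; potency is read from the fitted curve at half-maximal effect; 0% = DMSO-treated cells and -100% = media-only wells without cells; nearly all actives have a fitted effect of over 55% in size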
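Viability by CellTiter-Glo luminescence after 48 h compound exposure at 37C of HT-1080-NT cells (750/well, RPMI, 5% FBS). % activity scaled between DMSO wells and medium-only wells, then curve-fitted and categorized by curve class.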
MCF10A rereplic = inducers of DNA re-replication in MCF 10A breast cells; Potency, µM (top dose mostly 46.1 µM), for the others: at the top dose activity, positive = re-replication, usual class: activators; actives 2.9% (n = 350,000); AID 624296; MCF 10A DNA re-replication, Hoechst nuclear intensity, 48 h; also: potency is read from the fitted curve at half-maximal effect; % of control where 0% means no effect; nearly all actives have a fitted effect of over 50% in size
ATXN viability = cell viability loss in ATXN counter-screen. S2 cells (HEK-293 line with an ATXN2-luciferase reporter) viability, CellTiter-Fluor protease fluorescence, 24 h. Potency, µM (highest dose often 56.7 µM), usual class: cytotoxic. actives 0.49% (n = 400,000); also: potency is read from the fitted curve at half-maximal effect; nearly all actives have a fitted effect of over 40% in size
SW480 rereplic = induces DNA re-replication in SW480 colon adenocarcinoma cells | SW480 DNA re-replication, Hoechst DNA content imaging, 48 h | Potency, µM (highest dose often 46.1 µM), without a hit: at the top dose re-replication activation, usual class: activators | actives 1.8% (n = 340,000); also: potency is read from the fitted curve at half-maximal effect; % of control where 0% means no effect; nearly all actives have a fitted effect of over 55% in size
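First, 250 cells per well were seeded. Next, compound or vehicle (23 nL) was pinned in, plates sat 48 hr at 37 C. Finally Hoechst was added for 40 min before fluorescence scanning.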
ATXN2 expr inh = inhibitors of ATXN2 expression; HEK-293 ATXN2-luciferase reporter, luminescence, 24 h; Potency, µM (highest dose often 57 µM), for inactives: at the top dose activity change, negative = inhibition, most hits filed as inhibitors; actives 0.72% (n = 360,000); also: potency is read from the fitted curve at half-maximal effect; % is scaled to controls: 0 for no effect and ±100 for the full control effect; nearly all actives have a fitted effect of over 55% in size
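qHTS (up to 57 uM final) was run with 24 h compound exposure of reporter cells at 37 °C. Each well was multiplexed: SteadyGlo luminescence measured ATXN2-luciferase expression after a fluorogenic Gly-Phe-AFC viability readout (25 uM final).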
HepG2 tox = counter-screen for TGF-b inhibitors: cytotoxicity in HepG2 cells; HepG2 CAGA-GFP viability, ATP luminescence, 18 h; Potency, µM (highest dose often 46.1 µM), for the others: top-dose activity change, negative = cytotoxicity, actives largely listed as cytotoxic; actives 0.76% (n = 410,000); AID 588856; also: potency is read from the fitted curve at half-maximal effect; some results filed as inactive show a strong effect at the top dose
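HepG2 CAGA-GFP cells (1000/well, DMEM with 1% FBS) received compound, then TGF-beta at 500 pg/mL final, and were incubated 18 hours at 37 degrees C. Viability was read by CellTiter-Glo luminescence. Media-only wells were set as complete cell-killing and DMSO as no toxicity.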
IL1B secr inh = inflammasome signaling inhibition, IL-1 beta readout. AID 743279. THP-1 LPS/ATP IL-1B secretion, AlphaLISA, 16 h; active compounds read low. activity change, % at 57.5 µM. actives 4.7% (n = 360,000); in the data active = activity change below about -50%; inconclusive = mostly about -30% to -49%; also: % is scaled to controls: 0 for no effect and ±100 for the full control effect
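Secreted IL-1B measured by AlphaLISA bead assay after 16 h compound exposure of THP-1 cells; compounds (final up to 57.5 uM) added 1 h before LPS (250 ng/mL) and ATP (1.25 mM) stimulation; lower signal means less secretion.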
KB-3-1 tox = KB-3-1 parental cell cytotoxicity; Potency, µM (doses to about 46.1 µM), without a hit: at the highest dose activity change, negative = cytotoxic, most hits filed as cytotoxic; KB-3-1 viability, CellTiter-Glo ATP luminescence, 72 h; actives 1.4% (n = 400,000); also: potency is read from the fitted curve at half-maximal effect; % is scaled to controls: 0 for no effect and ±100 for the full control effect; nearly all actives have a fitted effect of over 60% in size
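Parental KB-3-1 adenocarcinoma cells in phenol-red-free DMEM with 10% FBS were pin-treated with compounds at several concentrations, incubated 72 h at 37 °C, and viability read by CellTiter-Glo luminescence; concentration-effect curves were fitted after normalization.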
* hit, by the source's call; i = inactive; ? = inconclusive; / = no result given; [ ] = another dose, or the depositor's remark. Unless noted, calls follow the shape of the dose curve; as a rule, active = well fitted curve in the direction sought with a large enough effect; inconclusive = small, poorly fitted or top-dose-only effect, or another doubt; inactive = no such curve, though single readings can be large; an effect the other way counts as inactive or inconclusive. Rows are unselected (roughly 8.9% active in at least one column).

SMILES	HT1080 IDH1KD tx	HT1080NT lethal	MCF10A rereplic	ATXN viability	SW480 rereplic	ATXN2 expr inh	HepG2 tox	IL1B secr inh	KB-3-1 tox
c1ccc(CNc2nc(NCCc3ccncc3)c3sccc3n2)cc1	?	?	/	?	/	0.0%	-42.6%	-98.1*	0.0%
O=S(=O)(c1ccc(Cl)cc1)n1cnc2ccccc21	-1.0%	16.2%	1.1%	i	1.6%	-7.0%	8.1%	9.0	3.3%
COc1cc2cc(C(c3nnnn3C(C)(C)C)N3CCc4ccccc43)c(=O)[nH]c2cc1OC (configuration not stated)	-8.0%	-8.4%	14.1%	i	0.6%	0.1%	-12.9%	-12.6	-6.5%
S=C1NC(c2ccccc2)=NCN1c1ccc(Cl)cc1	1.0%	9.1%	0.8%	i	0.5%	26.0%	-4.0%	-1.3	-6.3%
COc1cc(C2c3c(-c4c(C)cc(C)cc4O)n[nH]c3C(=O)N2CCO)cc(OC)c1OC (configuration not stated)	/	/	/	i	/	-7.4%	-0.7%	/	18.7%
O=S(=O)(c1ccc(Cl)cc1)N1CCN(c2ncnc3sccc23)CC1	?	?	-7.5%	i	2.3%	-34.1%	-24.8%	?	/
CC(C)Sc1nnc(Nc2ccccc2)s1	-3.0%	-1.4%	-0.7%	i	-6.4%	79.0%[activator]	0.6%	-6.7	-1.6%
Cc1c(NC(=O)CN2CCN(c3ccc(O)cc3)CC2)c(=O)n(-c2ccccc2)n1C	1.0%	7.9%	9.3%	i	?	/	4.8%	22.9	-0.9%
CCC(C)Sc1nc2c(cnn2-c2ccc(C)cc2)c(=O)[nH]1 (configuration not stated)	2.5%	4.4%	-3.8%	i	-6.5%	8.4%	-1.2%	19.9	4.4%
CC(C)CCn1cnc2c(c1=O)c1nc3ccccc3nc1n2Cc1ccc2c(c1)OCO2	-0.2%	1.2%	11.0%	i	-3.2%	-3.3%	8.9%	18.5	9.2%
CCNC(=S)N1CCC(c2nc3cc(C)c(C)cc3[nH]2)CC1	-10.4%	-10.0%	-4.3%	i	-5.5%	-2.7%	-19.6%	7.4	18.1%
COc1cc(CNCCO)ccc1OCCc1ccccc1	-23.3%	-18.7%	16.5%	i	36.0%	3.6%	-3.2%	-17.5	-7.4%
Cc1ccc(C(=O)CCC(=O)N2CCN(C(=O)c3ccco3)CC2)cc1	0.0%	-3.8%	3.1%	i	-1.6%	9.8%	-5.5%	-5.9	-3.5%
Cc1cc(NC(=O)CSc2nc(C)c(C)c(=O)[nH]2)no1	15.2%	-4.5%	1.5%	i	-0.2%	11.5%	5.7%	10.2	7.7%
Cc1cc(NC(=O)C(C)Oc2ccc(Cl)cc2Cl)n(-c2ccccc2)n1 (configuration not stated)	-14.8%	-14.1%	10.7%	i	-1.4%	-14.4%	-15.7%	140.1	-1.5%
CCOCCn1c(SCc2ccc(F)cc2)nc2c1c(=O)[nH]c(=O)n2C	-2.3%	-0.4%	1.3%	i	-7.5%	0.0%	-0.4%	39.2	-20.7%
Cc1ccc(NC(=O)CCNCc2ccco2)cc1S(=O)(=O)N(C)C	7.4%	10.2%	-5.5%	i	2.8%	-31.8%	12.8%	-3.2	8.9%
Cc1nn2c(-c3cccc(NC(=O)c4ccco4)c3)nnc2c2ccccc12	-1.8%	-0.3%	?	i	4.6%	-16.9%	-37.5%	?	-14.1%
Cc1nc2nc(SCC(=O)c3ccc([N+](=O)[O-])cc3)[nH]c2cc1Br	-8.2%	8.4%	?	i	?	0.4%	3.3%	4.1	30.7%
Cc1cc(C)n2nc(SCC(=O)NC(=O)NCc3ccco3)nc2n1	7.5%	9.7%	2.5%	i	?	0.0%	-0.5%	34.3	6.3%
CCn1c(C)c(C(=O)O)c2cc(OC)c3ccccc3c21	2.6%	3.2%	0.8%	i	?	-12.7%	1.3%	19.2	6.2%
Cc1nn(C(=O)N2CCOCC2)c(C)c1C	16.3%	12.4%	-5.4%	i	3.4%	5.4%	2.6%	-0.8	0.2%
COc1cccc(Cn2cccc(NC(=O)NCc3ccccc3)c2=O)c1	-17.8%	-7.3%	12.1%	i	1.4%	-2.7%	-15.7%	-6.0	-7.9%
Cc1cc(OCC(=O)N2CCOCC2)c(C(C)C)cc1Cl	-26.4%	-21.7%	5.5%	i	-5.9%	-29.0%	-40.0%	-6.6	-11.6%
CC(=O)Nc1ccc(C(=O)CSc2ncn(-c3ccccc3)n2)cc1	5.2%	3.9%	-8.8%	i	1.0%	29.2%	-22.3%	-4.3	24.7%
CC(NC(=O)COC(=O)CCC(=O)c1ccc(Cl)cc1)c1ccccc1 (configuration not stated)	-6.3%	13.3%	0.6%	i	-6.1%	-2.4%	14.5%	10.6	6.6%
CCCOC1OC(=O)c2c1ccc(OC)c2OC (configuration not stated)	9.3%	13.7%	3.2%	i	-1.6%	5.2%	10.4%	13.0	2.6%
CC(C)C(=O)N=c1sc2cccc(F)c2n1C	2.7%	-3.0%	?	i	-5.5%	/	-16.4%	-27.7	?
COc1cc(C(=O)Nc2ccc3c(c2)ncn3C(C)(C)C)cc(OC)c1OC	-1.2%	-1.7%	?	i	?	28.8%	-0.3%	-2.3	7.8%
COc1ccc(N/C=C\C(=O)c2ccc(Br)cc2)cc1OC	12.9%	20.8%	-0.5%	i	-0.4%	30.9%[activator]	18.5%	-7.8	8.1%
Cc1cc(C)c(NC(=O)C2CCCN2CCOC(=O)c2cccc([N+](=O)[O-])c2)c(C)c1 (configuration not stated)	-4.8%	-1.7%	-2.7%	i	-2.3%	/	-6.7%	-0.9	-45.8%
COc1cc2ccccc2cc1C(=O)N1CCN(C)CC1	8.7%[9.24 µM]	-11.6%	?	i	10.9%	8.3%	2.2%	-5.8	0.0%
O=C1NC(=Nc2cccc([N+](=O)[O-])c2)SC1(CO)CO	2.9%	-0.3%	0.4%	i	-8.0%	-3.1%	-1.3%	-12.6	-4.8%
CCCS(=O)(=O)c1c(S(=O)(=O)CCC)c2cnccn2c1C(=O)c1ccc(Cl)cc1	-1.5%	-2.1%	-2.1%	i	12.5%	5.9%	6.4%	-15.6	-5.0%
Cc1noc(C)c1N=Nc1ccccc1C(=O)O	-3.4%	0.7%	-2.7%	i	1.7%	-16.2%[11.3 µM]	-0.1%	-6.2	-1.9%
CC(C)(C)OC(=O)N1O[C@H]2C[C@@H]1[C@@H]1[C@@H]2N=NN1C12CC3CC(CC(C3)C1)C2	-0.6%	-0.9%	-2.8%	?	20.6µM*	-2.3%	3.9%	16.0	0.0%

Limited to HT1080 IDH1KD tx and HepG2 tox (five entries from above):
smiles | HT1080 IDH1KD tx | HepG2 tox
COc1cc2ccccc2cc1C(=O)N1CCN(C)CC1 | 8.7%[9.24 µM] | 2.2%
O=C1NC(=Nc2cccc([N+](=O)[O-])c2)SC1(CO)CO | 2.9% | -1.3%
CCCS(=O)(=O)c1c(S(=O)(=O)CCC)c2cnccn2c1C(=O)c1ccc(Cl)cc1 | -1.5% | 6.4%
Cc1noc(C)c1N=Nc1ccccc1C(=O)O | -3.4% | -0.1%
CC(C)(C)OC(=O)N1O[C@H]2C[C@@H]1[C@@H]1[C@@H]2N=NN1C12CC3CC(CC(C3)C1)C2 | -0.6% | 3.9%

Next part.
SMILES	HT1080 IDH1KD tx	HT1080NT lethal	MCF10A rereplic	ATXN viability	SW480 rereplic	ATXN2 expr inh	HepG2 tox	IL1B secr inh	KB-3-1 tox
COc1ccc(NC(=S)N2CCC(N(C)CC3CCCO3)CC2)cc1 (configuration not stated)	16.3%	12.6%	-1.1%	i	/	0.7%	-4.3%	0.0	7.3%
COc1ccccc1C(=O)N(NC(=O)Oc1ccccc1)C(C)(C)C	19.1%	18.5%	4.6%	i	-1.8%	-9.9%	-13.1%	14.8	-6.2%
CCCN(C(=O)c1nn(-c2ccc(C)cc2)c(=O)c2c1c1ccccc1n2C)c1ccccc1C	/	/	/	i	/	11.7%	0.3%	/	3.6%
COC(=O)c1cc(NS(=O)(=O)c2ccc(N3CCC(C)CC3)c([N+](=O)[O-])c2)cc(C(=O)OC)c1	-11.3%	1.0%	?	i	3.6%	-19.0%	-19.7%	26.4	-1.0%
CCOC(=O)c1c(NC(=O)CSc2cn(CCNC(=O)c3ccccc3F)c3ccccc23)sc2c1CCCC2	/	/	/	i	/	2.8%	-22.1%	/	0.7%
CC(=O)Oc1c(I)cc(I)cc1C(=O)Nc1ccc(Cl)cc1	20.6µM*	20.6µM*	7.31µM*	?	?	?	-35.8%	-86.6*	23.1µM*
COc1ccccc1C(=O)Nc1ccc(CN2CCCCC2)cc1	-0.8%	0.0%	28.5%	i	-6.9%[9.22 µM]	12.5%	-21.2%	-4.5	11.7%
CCCC(c1nnnn1CC(=O)OCC)N(Cc1cc2c(C)cc(C)cc2[nH]c1=O)C1CCCC1 (configuration not stated)	-4.9%	-0.8%	0.9%	i	20.3%	-13.6%	-18.3%	-7.8	3.7%
CC(C)N1CC2(CC(c3ccccc3C(F)(F)F)=NO2)CN1C(=O)c1ccc(C(C)(C)C)cc1 (configuration not stated)	-13.1%	-6.6%	/	?	/	?	-26.0%	43.9	-0.9%
CN(C)CCN(C(=O)c1ccc(C(=O)c2ccccc2)cc1)c1nc2cc3c(cc2s1)OCCO3	11.3%	0.0%	9.3%	i	-11.1%	-0.2%	-9.8%	-0.2	0.0%
